Mtb UGM inh: Mtb UDP-galactopyranose mutase inhibition. P9WIQ1. purified UGM, fluorescence polarization probe displacement. inhibition, % at 10 µM. 320,000 tested, 0.06% active. AID 504406; in the data active = inhibition above about 10%, passing the limit was not always enough
Rv3671c protease: inhibitors of M. tuberculosis serine protease Rv3671c. inhibition, % at 5.96 µM. 320,000 tested, 0.048% active. P9WHR9. AID 2606; in the data active = inhibition above about 38%;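 note: extracellular domain of Rv3671c used as enzyme; 0% = enzyme with DMSO and 100% = no enzyme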
VHR inh abs: DUSP3 (human) phosphatase inhibition | AID 1654 | P51452 | inhibition, % at 13.3 µM | recombinant VHR phosphatase, pNPP absorbance | 290,000 tested, 0.52% active; in the data active = inhibition above about 50%; note: some compounds called inactive have numbers as strong as hits
Target sequence (P51452 whole entry, looked up): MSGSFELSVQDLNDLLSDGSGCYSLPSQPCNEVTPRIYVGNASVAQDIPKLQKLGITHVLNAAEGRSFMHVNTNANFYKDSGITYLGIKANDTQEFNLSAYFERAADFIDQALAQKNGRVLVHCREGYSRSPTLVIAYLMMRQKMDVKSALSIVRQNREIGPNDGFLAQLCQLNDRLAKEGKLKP
SSB-PriA inh: inhibitors of Klebsiella pneumoniae PriA binding to SSB C-terminal tail; AlphaScreen SSBct-PriA binding, biotinylated peptide; inhibition, % at 33 µM; 430,000 tested, 0.6% active; AID 1272365; in the data active = inhibition mostly above about 37%, no sharp cut-off; inactive = mostly below about 20%;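 note: plate controls were negative control peptide for no effect and reference peptide for full effect; strong numbers were not always called active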
SARS 3CLpro inh: SARS-CoV 3CLpro protease inhibition | P0C6X7 | recombinant SARS-CoV 3CLpro, quenched FRET peptide cleavage | inhibition, % at 6 µM | 290,000 tested, 0.14% active | AID 1706; in the data active = inhibition above about 12%
BH1578 lux ind: induces V. cholerae light production without autoinducers. V. cholerae BH1578 lux reporter, luminescence, 6 h. activation, % at 18.7 µM. 350,000 tested, 0.16% active. AID 588436; in the data active = activation mostly above about 9.7%, no sharp cut-off; note: not every result past the cut was called active; inactives centre near 0; reference of the scale not given here
BioA inh: blocks M. tuberculosis BioA enzyme activity; 360,000 tested, 0.096% active; AID 602481; purified M. tuberculosis BioA enzyme, plate reader; inhibition, % at 9.99 µM; in the data active = inhibition above about 40%
Mtb FBA inh: inhibits M. tuberculosis FBA enzyme; P9WQA3; purified M. tuberculosis FBA, fluorescence read-out; inhibition, % at 1 µM; 360,000 tested, 2.3% active; AID 588726; in the data active = inhibition above about 27%;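 note: 0% = vehicle and 100% = reference inhibitor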
Target sequence (P9WQA3 whole entry, looked up): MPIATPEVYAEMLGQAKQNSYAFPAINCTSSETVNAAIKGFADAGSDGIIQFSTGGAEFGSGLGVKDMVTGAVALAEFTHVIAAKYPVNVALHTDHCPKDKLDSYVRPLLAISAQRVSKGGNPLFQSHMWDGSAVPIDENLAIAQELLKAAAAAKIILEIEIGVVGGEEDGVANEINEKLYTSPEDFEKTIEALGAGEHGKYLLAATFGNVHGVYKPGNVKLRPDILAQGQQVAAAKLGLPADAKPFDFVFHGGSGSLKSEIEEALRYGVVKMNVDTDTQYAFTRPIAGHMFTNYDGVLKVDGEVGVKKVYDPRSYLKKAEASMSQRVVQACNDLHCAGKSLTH
GDH-TPI inh: GDH-TPI coupled enzyme inhibition counter-screen. GDH-TPI coupled enzyme counterscreen, NADH absorbance. inhibition, % at 4.8 µM. 360,000 tested, 1.2% active. AID 588335; in the data active = inhibition above about 30%;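 note: 0% = DMSO wells and 100% = wells lacking the enzyme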
MazEF act: increases E. coli MazEF RNase cleavage of RNA; FAM/BHQ RNA-DNA oligo cleavage fluorescence, 5 h; P0AE70; AID 504720; 350,000 tested, 0.32% active; activation, % at 20 µM; in the data active = activation above about 50%
Target sequence (P0AE70 whole entry, looked up): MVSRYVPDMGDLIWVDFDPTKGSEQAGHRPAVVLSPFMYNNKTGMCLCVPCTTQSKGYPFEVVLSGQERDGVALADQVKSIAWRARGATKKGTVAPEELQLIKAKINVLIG
Numbers without * were called inactive; i = inactive; . = no result given. Some of the compounds tested; rates above refer to the full screens.

SMILES	Mtb UGM inh	Rv3671c protease	VHR inh abs	SSB-PriA inh	SARS 3CLpro inh	BH1578 lux ind	BioA inh	Mtb FBA inh	GDH-TPI inh	MazEF act
Oc1c(Br)cc(/C=N/Nc2nncc3ccccc23)cc1Br	0.4	5.5	21.0	.	0.2	.	.	.	.	9.1
Cn1ncc(Cl)c1C(=O)N1CCC2(CC1)OCCO2	-0.8	-6.2	7.7	-17.2	-2.0	0.4	-0.9	5.3	7.0	0.9
Cc1ccc(C(=O)C(C)OC(=O)Cc2n[nH]c(=O)c3ccccc23)cc1C (configuration not stated)	0.6	9.0	.	0.6	.	i	-0.6	-0.2	-3.6	2.6
O=C(NNS(=O)(=O)c1ccccc1)C1CCCCC1	-1.6	2.6	24.1	-7.7	-2.1	-0.2	0.9	2.6	-1.5	-0.7
O=C(O)CC(c1ccccc1)c1ccccc1	0.8	-6.1	21.3	-23.4	-0.8	-0.9	-1.8	0.8	3.0	-5.1
Cc1cccc(C)c1NC(=O)CN(C)C(=O)CN1C(=O)NC2(CCCC2)C1=O	2.3	7.4	.	1.4	.	i	.	-2.4	1.7	3.5
CCC(=O)Nc1ccc(S(=O)(=O)N2CCCCC2)cc1OC	2.4	1.7	2.1	-7.4	3.5	-0.2	-2.5	0.7	-6.5	2.6
Nc1ccccc1C(=O)N/N=C1/C2CN3CCN(C2)CC1(Cc1ccccc1)C3	1.2	1.2	8.2	.	1.5	-0.5	.	5.1	2.9	14.1
O=C(CSc1nc(-c2ccc(F)cc2)cs1)N1CCc2ccccc21	2.3	-10.2	13.6	-16.6	-0.5	-0.2	0.4	0.5	0.0	8.9
Cc1ccc(N2C(N)=C(C#N)C3(C(=O)N(C)c4ccccc43)C3=C2CC(C)(C)CC3=O)cc1Cl (configuration not stated)	-1.2	-2.2	-1.7	-13.2	4.2	-0.9	.	0.3	-10.5	-1.7
CC1(c2ccc3c(c2)OCCO3)NC(=O)N(CC(=O)Nc2c(F)cccc2F)C1=O (configuration not stated)	-3.1	-1.3	.	-6.5	.	2.5	.	0.4	2.8	0.8
COc1ccc(-c2c3c(=O)n(C)c(=O)n(C)c3cn2Cc2cccnc2)cc1	1.9	1.2	-2.5	-23.2	-1.7	i	5.5	1.4	2.5	5.1
S=C(Nc1ccccc1)N1CCC(Cc2ccccc2)CC1	-4.4	-1.5	-27.5	2.3	-6.2	i	2.4	1.3	5.1	1.5
COc1ccccc1NC(=O)c1ccc(NC(=O)COC(=O)C2CC2C)cc1 (configuration not stated)	-1.5	-11.2	7.4	-1.9	-2.0	-0.5	-1.1	-0.8	5.9	4.8
O=C(COc1cc2oc(=O)c3c(c2cc1Cl)CCC3)NCCCN1CCCC1=O	0.8	7.0	19.7	-7.4	-6.6	i	18.5	3.9	18.8	5.8
CC(=O)c1cccc(NC(=O)c2ccccc2-c2ccccc2C(=O)O)c1	-0.5	-3.8	-13.5	-21.5	1.4	-0.4	3.5	1.7	1.5	0.3
CC(C)NC1(C#N)CCN(Cc2ccccc2)CC1	.	.	.	-14.5	.	0.9	-1.5	0.7	3.2	1.8
CCC(=O)N1CCc2cc(S(=O)(=O)NCCCN(CC)Cc3ccccc3)ccc21	-0.5	4.0	-32.1	-18.8	5.0	i	-0.8	-5.5	-1.2	-4.1
O=C(NCC(=O)N(c1cccnc1)C(C(=O)NC1CCCCC1)c1ccccc1)c1ccco1 (configuration not stated)	-1.5	2.3	21.5	-4.6	0.7	-0.2	0.1	-9.0	-16.5	7.8
O=C(COc1ncnc2sccc12)NC1CCCCC1	.	.	.	-1.6	.	i	-0.7	1.8	0.7	-4.6

The final 5 records of the part above come first, to join the parts.
SMILES	Mtb UGM inh	Rv3671c protease	VHR inh abs	SSB-PriA inh	SARS 3CLpro inh	BH1578 lux ind	BioA inh	Mtb FBA inh	GDH-TPI inh	MazEF act
CC(=O)c1cccc(NC(=O)c2ccccc2-c2ccccc2C(=O)O)c1	-0.5	-3.8	-13.5	-21.5	1.4	-0.4	3.5	1.7	1.5	0.3
CC(C)NC1(C#N)CCN(Cc2ccccc2)CC1	.	.	.	-14.5	.	0.9	-1.5	0.7	3.2	1.8
CCC(=O)N1CCc2cc(S(=O)(=O)NCCCN(CC)Cc3ccccc3)ccc21	-0.5	4.0	-32.1	-18.8	5.0	i	-0.8	-5.5	-1.2	-4.1
O=C(NCC(=O)N(c1cccnc1)C(C(=O)NC1CCCCC1)c1ccccc1)c1ccco1 (configuration not stated)	-1.5	2.3	21.5	-4.6	0.7	-0.2	0.1	-9.0	-16.5	7.8
O=C(COc1ncnc2sccc12)NC1CCCCC1	.	.	.	-1.6	.	i	-0.7	1.8	0.7	-4.6
COc1cc(S(=O)(=O)Nc2ccncc2)ccc1F	-1.5	4.3	28.3	-5.8	-1.4	-0.2	.	-13.8	-4.8	-0.3
Cc1ccc(OCC(=O)NCc2cccs2)cc1	-1.9	-8.3	27.1	-20.6	-2.8	.	0.3	-1.9	-3.5	11.0
Nc1cc(Cl)ccc1N1CCCCCC1	3.7	0.4	18.4	-10.5	1.0	-0.6	.	4.3	0.6	-3.1
CC1CN(c2oc(-c3ccccc3Cl)nc2C#N)CC(C)O1 (configuration not stated)	4.0	4.6	20.0	2.4	2.3	-0.3	0.2	5.5	-1.7	5.0
COc1cc(C)c(S(=O)(=O)Nc2ccc(CC(=O)O)cc2)cc1C	1.4	-0.7	-9.2	-15.2	0.1	i	-3.6	-4.7	-4.8	-5.7
COCCCNC(=S)N(CCO)Cc1cc2cc3c(cc2[nH]c1=O)OCCO3	-3.8	-3.5	17.8	7.6	4.6	-2.3	-0.4	17.8	23.8	8.6
CC(=O)N1CCc2cc(S(=O)(=O)NC(CC(C)C)C(=O)N3CCn4c3nc3ccccc34)ccc21 (configuration not stated)	1.3	-7.8	13.2	-1.1	4.5	2.3	0.3	-0.9	-1.2	-6.3
O=C(Cc1ccc2c(c1)OCCO2)Nc1cc(Cl)ccc1N1CCOCC1	.	.	.	-4.7	.	0.7	0.1	2.5	-5.3	-0.8
CN1CCN(c2ccc(Cl)cc2NC(=O)CC2OC(=O)c3ccccc32)CC1 (configuration not stated)	-1.7	5.0	.	-8.3	.	i	-0.1	0.5	5.8	-2.2
Cc1cc(O)c(C(=O)/C=C/c2ccccc2O)c(=O)o1	-2.3	.	-1.2	-0.8	0.0	i	-0.5	-0.5	-0.9	4.8
CCCCN(CC)C(=O)CN(C)S(=O)(=O)c1cccc2nsnc12	-0.8	-11.0	20.8	-4.0	-2.2	i	0.3	2.7	18.3	2.6
CCOC(=O)c1c(C)[nH]c(C(=O)OCc2nc3ccsc3c(=O)[nH]2)c1C	.	.	.	.	.	-6.0	.	1.2	4.0	-7.8
COc1ccc(N=C(N)N=C(N)N)c(OC)c1	-2.7	-3.5	2.3	-17.7	1.6	-0.6	-2.1	4.2	5.2	1.8
C(#Cc1ccccc1)C[N+]1(CC#Cc2ccccc2)CCCC1	3.5	-3.6	-4.8	-4.5	-4.5	-0.6	1.4	2.0	1.5	8.6
C=CCN(CCNP(=O)(OCC)OCC)CP(=O)(OCC)OCC	.	-2.8	39.9	3.2	2.6	i	-0.7	7.5	-3.4	8.1
Cc1cccc(N2CCN(c3ccc(N4C(=O)CCCC4=O)cc3[N+](=O)[O-])CC2)c1C	-0.7	-3.8	10.4	-2.5	4.8	-0.1	0.2	2.6	-4.0	-2.4
CC(C)C[C@@H](CO)N1CCN(Cc2cccc(C#N)c2)CCC1=O	0.2	-1.2	24.4	-12.8	-4.2	2.2	0.0	-0.8	6.0	3.9
COc1cc(C(=O)N2C[C@H]3CC[C@H]2C3)ccc1OC1CCN(C(C)=O)CC1	-0.8	1.6	44.3	1.3	-5.7	-0.4	-1.8	-0.1	-9.0	4.7
O=C(NCCCN1CCOCC1)c1ccc(CNS(=O)(=O)c2ccc(Br)cc2)cc1	.	-4.5	-17.0	-0.2	-2.2	-0.2	-1.0	-1.1	-5.6	4.9
Cc1ccc(NC(=O)CNC(=O)c2cccc(C)c2)nc1	6.3	4.1	.	2.5	.	i	1.4	2.3	-8.4	-0.2
O=C1CSC(=S)N1/N=C/c1ccc2c(c1)OCCO2	0.4	-9.5	-10.3	.	0.7	0.0	-1.4	1.0	17.6	-10.3
Cc1ccc(S(=O)(=O)Nc2ccc(-c3nc4ccc(C)cc4s3)cc2)cc1	1.1	-12.5	-6.9	2.6	3.3	3.3	.	183.4*	9.9	-29.8
Cc1cccc(NC(=S)N/N=C/c2cccn2Cc2ccc(F)cc2)c1	1.3	7.1	6.3	.	8.2	i	.	2.4	10.7	2.2
CC(=O)c1ccc(OCC(=O)NCCC2=CCCCC2)cc1	.	.	.	-4.5	.	-2.8	6.4	4.6	2.8	9.3
O=C1NC(=O)C2(COC(c3cccc([N+](=O)[O-])c3)OC2)S1 (configuration not stated)	-1.0	1.6	3.5	-2.9	1.6	-0.6	0.1	-1.3	-4.4	6.5
Cc1ccc(CNC(=O)C2CCN(S(=O)(=O)c3cccs3)CC2)o1	0.5	5.7	8.8	-6.0	5.0	i	-1.4	0.3	-4.0	2.1
Cc1ccc2c(C)c(C(=O)N3CCC(N4CCC(C(=O)NC5CC5)CC4)CC3)oc2c1	.	2.2	12.8	-0.5	-0.4	-2.3	-2.2	1.3	2.9	-0.6
CCOc1cc2nc(-c3ccc(OC)c(OC)c3)nc(N3CCOCC3)c2cc1OC	0.2	-6.4	-2.0	-1.0	-5.1	.	.	.	.	4.2
N#CC1(NC(=O)CSc2nc3ccccc3o2)CCCCC1	2.1	-4.4	.	-13.0	.	i	0.0	4.3	8.2	-10.0
CCOC(=O)c1c(C)c(C(=O)N2CCN(c3ccccc3)CC2)c(C)n1C	1.4	3.3	8.5	-6.8	2.5	i	1.6	3.3	-2.2	-1.9
O=C(Nc1ccc2c(c1)OCCO2)C1CCN(c2cnccn2)CC1	3.1	-9.4	14.2	-0.5	-4.5	.	2.4	3.9	13.2	6.1
COC(=O)c1ccc(-c2nc(-c3ccc(Br)o3)no2)cc1	.	-7.3	4.6	-20.0	0.3	-0.1	-0.1	-1.4	-3.4	-5.8
CC(=O)NC(Cc1cccc(F)c1)C(=O)NC1CCN(C(=O)Nc2ccc(C)cc2)CC1 (configuration not stated)	-2.2	1.9	-11.2	-5.1	-0.2	-0.5	-4.2	0.2	-0.7	5.3
O=C1CNC(=S)N1C1CCCCCC1	0.1	4.7	-2.9	11.7	4.9	4.2	-1.8	3.4	11.9	3.8
CCOP(=O)(OCC)c1nc(-c2ccc(Br)cc2)oc1N1CCCCC1	-1.2	6.3	-1.2	-6.3	4.2	-2.8	8.1	7.3	4.4	4.5
O=S(=O)(NCc1ccccc1)c1ccc(S(=O)(=O)NCC2CCCO2)cc1 (configuration not stated)	1.3	-3.7	22.2	-6.1	2.9	-0.5	.	-1.0	3.2	-13.8
O=C(O)CC1(CC(=O)Nc2ccc3c(c2)OCCCO3)CCCCC1	-5.9	1.9	23.7	-5.6	-2.3	0.0	.	-0.7	6.1	7.5
Cc1c(NC(=O)Nc2cccc(C(F)(F)F)c2)c(=O)n(-c2ccccc2)n1C	0.3	-8.3	7.4	-12.4	-3.0	i	-1.6	0.4	2.1	1.6
